# Dengue-2 NS5 capping: Dengue-2 NS5 methyltransferase inhibitors, primary screen, biochemical, confirmation dose response (AID 588689). one-dose inhibition, % at 25 µM; IC50 in µM for titrated hits. 340,000 compounds, 0.3% hits. Dengue-2 NS5 methyltransferase capping enzyme assay, biochemical; higher % means a stronger effect; in the data active = a potency from the dose series; inconclusive = inhibition above about 29% without an active follow-up result
# Dengue-2 NS5 capping pilot replicate: further read-out of Dengue-2 NS5 capping, marked with its call; inhibition, %; measured here: pilot screen replicate inhibition
# * hit, by the source's call; u = inconclusive. A portion of the library; the hit share may differ from the screen's.
SMILES,Dengue-2 NS5 capping,others
O=C(CCl)N1CCN(C(=O)C2COc3ccccc3O2)CC1 (stereo not given),-8%,
CNC(=O)c1ccsc1NC(=O)CCS(=O)(=O)c1ccc(Cl)cc1,1%,
COc1ccc(OCC(=O)NCc2n[nH]c(=O)c3ccccc23)cc1,1%,
C[C@H](NC(=O)c1nc[nH]c1C(=O)N1CCN(c2ccccc2)CC1)c1ccccc1,5%,
O=C(O)C1C2CC3OC(=O)C1C3C2 (stereo not given),-1%,
O=C(Nc1cc(Cl)ccc1-n1cncn1)c1cc(F)c(F)c(F)c1F,-6%,
C[C@H](CO)N1C[C@H](C)[C@@H](CN(C)C(=O)c2ccc(F)cc2)Oc2cc(Br)ccc2S1(=O)=O,3%,
O=C1NC[C@H](Cc2ccccc2)N(CC2CCN(CCCCc3ccccc3)CC2)C1=O,4%,Dengue-2 NS5 capping pilot replicate=3.4
C[C@H](CO)N1C[C@H](C)[C@@H](CN(C)S(=O)(=O)c2cn(C)cn2)Oc2ccc(NC(=O)NC3CCCCC3)cc2C1=O,-8%,Dengue-2 NS5 capping pilot replicate=-4.0
O=C(COC(=O)c1cc(Br)ccc1O)NNC(=O)c1ccc(Cl)cc1,-1%,
C[C@H]1CN([C@@H](C)CO)C(=O)c2cccc(NC(=O)c3cnccn3)c2O[C@@H]1CN(C)S(=O)(=O)c1ccc(F)cc1,-13%,
COc1ccc([C@H]2CC(=O)C=C(/C=C/c3ccccc3)C2)cc1,-8%,
CCOc1ccc(S(=O)(=O)Nc2ccc(C(=O)N3CC(C)OC(C)C3)cc2)cc1 (stereo not given),-5%,
CCCCN(C(=O)c1ccc(-c2ccc([N+](=O)[O-])cc2)o1)c1c(N)n(CC(C)C)c(=O)[nH]c1=O,-8%,
COc1ccc(CCN2CC(C(=O)Nc3ccccc3F)CC2=O)cc1OC (stereo not given),-4%,

# Retrieved by structure from above (six):
SMILES,Dengue-2 NS5 capping,others
O=C1NC[C@H](Cc2ccccc2)N(CC2CCN(CCCCc3ccccc3)CC2)C1=O,4%,Dengue-2 NS5 capping pilot replicate=3.4
COc1ccc(OCC(=O)NCc2n[nH]c(=O)c3ccccc23)cc1,1%,
CCOc1ccc(S(=O)(=O)Nc2ccc(C(=O)N3CC(C)OC(C)C3)cc2)cc1 (stereo not given),-5%,
CNC(=O)c1ccsc1NC(=O)CCS(=O)(=O)c1ccc(Cl)cc1,1%,
O=C(O)C1C2CC3OC(=O)C1C3C2 (stereo not given),-1%,
COc1ccc([C@H]2CC(=O)C=C(/C=C/c3ccccc3)C2)cc1,-8%,

# Going on with the list:
SMILES,Dengue-2 NS5 capping,others
Cc1cc(C)n2nc(C(=O)OCC(=O)NC3CCS(=O)(=O)C3)nc2n1 (stereo not given),-3%,
COc1ccc(CCNC(=O)CNS(=O)(=O)c2ccc(Br)cc2)cc1,4%,
Cc1ccc(-c2cc(C(=O)NCC3(N(C)C)CCCCC3)c3ccccc3n2)o1,1%,
CCN1CCN(C(=O)c2cc(COc3ccc(F)c(F)c3)on2)[C@@H](C)C1=O,-8%,
O=C(c1ccc(Cl)cc1Cl)N1CCOCC1,-5%,
N#CCCN(CCCN1CCOCC1)CN1C(=O)c2ccccc2C1=O,2%,
CN(C(=O)c1cccc(NC(=O)Cc2ccc(NC(=O)C3CCN(C(=O)CCc4ccccc4)CC3)cc2)c1)C1CC1,-7%,Dengue-2 NS5 capping pilot replicate=0.9
Cc1ccc(NC(=O)c2ncn(CC(=O)NCc3nc4ccccc4[nH]3)n2)cc1C,2%,Dengue-2 NS5 capping pilot replicate=1.2
CC(O)(Cc1cccnc1)c1cccs1 (stereo not given),12%,
CCCOc1ccc(C(=O)CCC(=O)NNC(=O)Cn2nc(C)cc2C)cc1,9%,
COc1ccc(CCN2CC(C(=O)N(C)Cc3ccccn3)CCC2=O)cc1 (stereo not given),-2%,
Cc1c(C(=O)NC(C)c2ccccn2)oc2c(Cl)cccc12 (stereo not given),-9%,
COc1ccc(S(=O)(=O)NNC(=O)C2COc3ccccc3O2)cc1[N+](=O)[O-] (stereo not given),-1%,
CN(Cc1ccccc1)S(=O)(=O)c1cc2c3c(c1)CCN3C(=O)CC2,3%,
O=C(COC(=O)c1ccccc1C(F)(F)F)NC(=O)NCc1ccco1,-4%,
Cc1ccc([C@@H]2C[C@H]3[C@@H](CN2S(=O)(=O)c2ccc(C)cc2)C(=O)C[C@@H](c2cccc(Cl)c2)N3S(=O)(=O)c2ccc(C)cc2)cc1,1%,
COc1ccccc1CNC(=O)Cn1nc(C(F)(F)F)cc1C,6%,
Cc1ccccc1-c1nnn(CC(=O)NC(=O)NC2CCCC2)n1,-16%,
COc1ccccc1CC(=O)c1ccccc1OC,-7%,
CCCCCC(=C/c1ccccc1)/C=N/Nc1ccc(S(=O)(=O)N2CCOCC2)cc1[N+](=O)[O-],5%,
CN(CC(=O)Nc1ccccc1C(F)(F)F)C(=O)CSc1nnc(-c2ccncc2)n1C,-3%,
Cc1noc(C)c1C(=O)OCC(=O)NC(=O)c1ccc(C(C)(C)C)cc1,-1%,
COc1cccc(NC(=O)NC2CC(=O)N(c3ccc4c(c3)OCCO4)C2)c1 (stereo not given),1%,
O=C(Cn1cc(C(F)(F)F)ccc1=O)Nc1ccc2c(c1)OCCO2,-2%,
Cc1ccccc1C#N,-2%,
O=C(CC1C=CCC1)Nc1ccccc1 (stereo not given),u,
CSCCC(NC(=O)c1ccco1)C(=O)N1CCN(C(c2ccccc2)c2ccccc2)CC1 (stereo not given),-4%,
O=C(COC(=O)CCNS(=O)(=O)c1cccs1)Nc1ccccc1,-5%,
CCN(C[C@H]1N[C@@](C)(C(=O)OC)[C@H]2C(=O)N(Cc3ccccc3)C(=O)[C@@H]12)C(=O)Nc1ccc(F)cc1,-4%,Dengue-2 NS5 capping pilot replicate=2.4
O=C(NCC(c1ccco1)N1CCCC1)c1cccc(S(=O)(=O)N2CCCCC2)c1 (stereo not given),4%,
COc1ccccc1C(=O)OCCc1ccccc1,-5%,
CC(=O)Nc1ccc(C(=O)OCC(=O)N(c2ccccc2)C2CCCCC2)cc1,-2%,
C#CCN(C[C@H]1[C@H](OC(=O)NCC2CCCCC2)[C@H](OC(=O)NCC2CCCCC2)C[C@@H](C(=O)OC)[C@H]1C(=O)OC)S(=O)(=O)c1ccc(C)cc1,3%,
COCCCN(C(=O)c1cc2c(s1)CCCCC2)c1c(N)n(Cc2ccccc2)c(=O)[nH]c1=O,-2%,
CCCCn1c(N)c(N(Cc2ccccc2OC)C(=O)c2ccc([N+](=O)[O-])s2)c(=O)[nH]c1=O,-8%,
Cc1ccccc1OCCC(=O)N(CC(C)C)c1c(N)n(Cc2ccccc2)c(=O)[nH]c1=O,-7%,
CCc1ccccc1OCC(=O)Nc1nnc(C2CC2)s1,-1%,
CCC(C)NC(=O)c1ccc(NC(=O)CC2SC(N3CCCCC3)=NC2=O)cc1 (stereo not given),-2%,
CC(C)CN(C(=O)COC(=O)CCc1c[nH]c2ccccc12)c1c(N)n(Cc2ccccc2)c(=O)[nH]c1=O,-6%,
Cc1ccccc1OCC(=O)Nc1cccc(S(=O)(=O)NC2=NCCC2)c1,-4%,
CC(C)(C)OC(=O)CNC(=O)c1[nH]cnc1C(=O)NC1CCNCC1,-3%,
O=C(NCc1ccc(F)cc1)N1CCN(C(=O)c2ccccc2)CC1,3%,
CCN1CCN(C(=O)N(CC(=O)Nc2ccc(C(N)=O)cc2)S(=O)(=O)c2ccc(C)cc2)CC1,4%,
COc1ccc(C2=NN(C(=O)CSc3nc(=O)n4ccc(C)cc4n3)C(c3ccc(C)cc3)C2)cc1 (stereo not given),-5%,
CCc1noc(C)c1C(=O)N(CCC(C)C)c1c(N)n(Cc2ccccc2)c(=O)[nH]c1=O,-1%,
N#Cc1cccc(NC(=O)CNc2cccc(S(=O)(=O)N3CCCCC3)c2)c1,-5%,
C=CC[C@@H](CC(=O)NCCO)C(=O)N[C@@H](COC(=O)[C@@H](CC=C)CC(=O)OC(C)(C)C)Cc1ccccc1,-7%,
COC(=O)NNC(=O)C(c1ccccc1)c1ccccc1,2%,
CCn1c(SC(C)C(=O)Nc2ccc(N3CCOCC3)cc2)nnc1C1CC1 (stereo not given),-1%,
Cc1noc(C)c1COc1ccccc1C(=O)N1CCN(S(=O)(=O)c2ccc(F)c(F)c2)CC1,0%,
COc1ccccc1N1CCN(c2ccc3c(c2)S(=O)(=O)c2cccc(C(=O)NCC4CC4)c2C3=O)CC1,5%,
O=C(COC(=O)C1CC1)Nc1ccc(Cl)cn1,-3%,
CN1CCN(S(=O)(=O)c2ccc(Nc3cccc(Cl)c3)c([N+](=O)[O-])c2)CC1,-4%,
O=C(c1cc(S(=O)(=O)N2CCOCC2)ccc1F)N(Cc1nnc(-c2ccccc2Cl)o1)C1CC1,-1%,
Cc1ccc(NC(=O)CN2C(=O)NC3(CCCCC3)C2=O)cc1S(=O)(=O)N1CCOCC1,-4%,
CCCCN(C(=O)c1ccc(C)o1)c1c(N)n(CC(C)C)c(=O)[nH]c1=O,-6%,
CCOc1ccc(NC(=O)CN(C)C(=O)c2cc([N+](=O)[O-])ccc2N2CCCCC2)cc1OCC,-5%,
O=C(CSc1nnc(-c2ccccc2F)n1C1CC1)NCc1ccco1,0%,
CS(=O)(=O)c1ccc(C(=O)OCC(=O)NC(=O)Cc2ccccc2)cc1,-7%,
O=C(Nc1ccc(Br)cc1Cl)c1ccc2c(=O)n3c(nc2c1)CCC3,0%,
# Next results follow:
SMILES,Dengue-2 NS5 capping,others
COc1ccccc1CNC(=O)COc1ccccc1C(=O)c1cnn(-c2ccccc2)c1,-7%,
Cc1cc(C(c2cc(C)c(N)c(C)c2)c2ccco2)cc(C)c1N,-9%,
O=C1c2ccccc2C(=O)N1CCCn1c2ccc(Cl)cc2c2nc3ccccc3nc21,2%,
O=S(=O)(NCC1CCCO1)c1ccc(Cl)c2ccccc12 (stereo not given),-2%,
COc1cccc(NC(=S)NC(=O)c2cncc(Br)c2)c1,5%,
COc1ccc(NC(=O)N(C)C[C@@H]2Oc3ccc(NC(=O)NC(C)C)cc3CC(=O)N([C@H](C)CO)C[C@@H]2C)cc1,-6%,
O=C(OCc1c(F)cccc1Cl)c1cccc(S(=O)(=O)N2CCOCC2)c1,-5%,
CS(=O)(=O)c1ccc(Cl)c(NC(=O)CSc2nnc(-c3cccs3)n2N)c1,0%,
CSCCC(NS(=O)(=O)c1ccccc1F)C(=O)Nc1ccncc1 (stereo not given),-1%,
Cc1cc(NC(=O)CSc2ncc(C(=O)O)n2-c2ccc(F)cc2)no1,-1%,
Cc1ccc(S(=O)(=O)N(C)S(=O)(=O)c2ccc(C)cc2)cc1,-4%,
CC(C(=O)NC1CCCC1)N1CCN(S(=O)(=O)c2ccccc2Cl)CC1 (stereo not given),-1%,
COc1ccccc1CNCCS(=O)(=O)NN1CCOCC1,0%,Dengue-2 NS5 capping pilot replicate=26
CC(=O)NC1CC2CCCC(C1)N2C(=O)Nc1cccc(Cl)c1 (stereo not given),-6%,
CCCn1c(N)c(C(=O)CSc2nnc3n2CCCCC3)c(=O)[nH]c1=O,-12%,
NC(=O)C1CCN(C(=O)c2ccc3ncsc3c2)CC1,3%,
CC(C)(CNS(=O)(=O)c1ccc2ccccc2c1)N1CCOCC1,0%,
O=C(Cc1ccc([N+](=O)[O-])cc1)Nc1cccc(C(=O)N2CCCC2)c1,-3%,
COc1ccc(S(=O)(=O)N2CCN(Cc3ccccc3OC)CC2)cc1,6%,
CCN(CC(=O)Nc1c(F)cccc1F)C(=O)COc1cccc2c1OC(C)(C)C2,0%,
COc1ccccc1C#CC1=CC(=O)C[C@H](c2ccc(F)cc2)C1,2%,
O=C(CNC(=O)c1ccco1)NNC(=O)c1ccc(Br)cc1,-8%,
CC(OC(=O)C1CCN(S(=O)(=O)c2ccc(C(C)(C)C)cc2)CC1)C(=O)N(C)C1CCCCC1 (stereo not given),-3%,
COc1ccc(NC(=O)CSc2nc(=O)n(CCN(C)C)c3c2CCCC3)cc1OC,-1%,
COc1ccc2c(c1)OC(=O)CC2c1cc(OC)c(OC)c(OC)c1 (stereo not given),-4%,Dengue-2 NS5 capping pilot replicate=4.8
O=C1OCCC1=COCCOC=C1CCOC1=O,-5%,
O=C(COC(=O)COc1ccccc1)NC1CCS(=O)(=O)C1 (stereo not given),-9%,
C[C@H](NC(=O)c1ccccc1)C(=O)OCC(=O)Nc1sccc1C(N)=O,-2%,
C[C@H]1CN=C(N(C)C)N1CCCCc1ccccc1,-2%,
Cc1csc(SCC(=O)Nc2cc(F)ccc2C)n1,-2%,
COc1cc(C(=O)Nc2ccc(C)c(S(=O)(=O)N(C)C)c2)ccc1OCC(=O)N1CCOCC1,-6%,
S=C(Cc1ccccc1)NCCc1ccccc1,5%,
O=C(c1cc([N+](=O)[O-])ccc1N1CCOCC1)N1CCN(S(=O)(=O)c2ccc(F)cc2)CC1,3%,
Cc1nc2nc(C)n(CCN3CCOCC3)c(=O)c2c(-c2cccc([N+](=O)[O-])c2)c1C(=O)CCCCCCCCCCN1CCC(c2ccccc2)(c2ccccc2)CC1,-6%,
CSc1ncnc2c1ncn2CCCN(C)Cc1ccco1,-3%,
Cc1ccc([N+](=O)[O-])cc1S(=O)(=O)Nc1ccc(-c2ccc(N3CCOCC3)nn2)cc1,-4%,
Cc1ccccc1NC(=O)COC(=O)c1ccc(C)c(S(=O)(=O)N2CCCCC2)c1,-8%,
CCc1noc(C)c1C(=O)N1CCN(S(=O)(=O)c2ccc(Br)cc2Cl)CC1,-3%,

# Ordered by molar mass (low to high): six of the compounds above
SMILES,Dengue-2 NS5 capping,others
S=C(Cc1ccccc1)NCCc1ccccc1,5%,
CSc1ncnc2c1ncn2CCCN(C)Cc1ccco1,-3%,
Cc1ccccc1NC(=O)COC(=O)c1ccc(C)c(S(=O)(=O)N2CCCCC2)c1,-8%,
Cc1ccc([N+](=O)[O-])cc1S(=O)(=O)Nc1ccc(-c2ccc(N3CCOCC3)nn2)cc1,-4%,
CCc1noc(C)c1C(=O)N1CCN(S(=O)(=O)c2ccc(Br)cc2Cl)CC1,-3%,
Cc1nc2nc(C)n(CCN3CCOCC3)c(=O)c2c(-c2cccc([N+](=O)[O-])c2)c1C(=O)CCCCCCCCCCN1CCC(c2ccccc2)(c2ccccc2)CC1,-6%,

# From PubChem BioAssay
